Screening results (PubChem BioAssay)
Alkaline phosphatase: human TNAP enzyme inhibitors, biochemical, luminescent (AID 518). Alkaline phosphatase, tissue-nonspecific isozyme (Homo sapiens). purified TNAP enzyme, luminescent substrate readout; higher % means a stronger effect. inhibition, % at 20 µM; hits with a dose series show IC50 in µM. 0.09% of 64,000 active; in the data active means a potency from the dose series; inactive means the rest, 99 in 100 with inhibition below about 22%;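 further: plate controls were vehicle for no effect and reference inhibitor for full effect; many of its hits are not listed in these tables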
Spn DPM-DC inh: S. pneumoniae DPM-DC inhibitors, primary screen, biochemical, PK/LDH-coupled NADH fluorescence. diphosphomevalonate decarboxylase (Streptococcus pneumoniae D39). purified DPM-DC. calls only at 10 µM. 0.49% of 65,000 active. AID 556, 2006;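 active means the 320 compounds with the highest percent inhibition in the single-dose primary screen, excluding strongly autofluorescent ones, cut at about 32% in these data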;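 further: kinetic rate of NADH fluorescence loss reporting ADP formed by the decarboxylase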
Spn MK inh: S. pneumoniae MK inhibitors, primary screen, biochemical, PK/LDH-coupled NADH absorbance; 0.48% of 65,000 active; AID 555, 2006; mevalonate kinase [Streptococcus pneumoniae D39]; inhibition, % at 10 µM; purified MK, PK/LDH-coupled NADH absorbance 340 nm;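 active means ranked among the strongest by inhibition in the single 10 µM screen, a fixed top-ranked set picked for dose follow-up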; further: no value below 0 was filed
Bfl-1 inhibitors: Bfl-1 inhibitors, primary screen, biochemical, fluorescence polarization, FITC-Bid, mouse (AID 432); FITC-Bid BH3 peptide fluorescence polarization displacement; higher % means a stronger effect; 0.02% of 64,000 active; one-dose displacement, % at 20 µM; IC50 in µM for titrated hits; Bcl-2-related protein A1 (Mus musculus); in the data active means a potency from the dose series; inactive means the rest, 99 in 100 with displacement below about 15%; further: strong numbers were not always called active
LYP inhibition: LYP phosphatase inhibitors, primary screen, biochemical, DiFMUP fluorescence, recombinant catalytic domain, 10 µM (AID 606) | Tyrosine-protein phosphatase non-receptor type 22 (Homo sapiens) | recombinant LYP catalytic domain, DiFMUP fluorescence; higher % means a stronger effect | inhibition, % at 10 µM; hits with a dose series show IC50 in µM | 52,000 tested, under 10 active;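 active means IC50 under 40 µM in the dose-response test; inactive means IC50 of 40 µM or more, or never dose-tested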
PMK inhibit: S. pneumoniae PMK inhibitors, primary screen, biochemical, mevalonate pathway, pilot trial included; phosphomevalonate kinase (Streptococcus pneumoniae D39); purified PMK, PK/LDH-coupled NADH absorbance 340 nm; inhibition, % at 10 µM; 0.49% of 65,000 active;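 active means top-ranked compounds by inhibition in the single 10 µM screen, taking a fixed number of the strongest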;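 further: 0% = full reaction with DMSO carrier and 100% = background rate without enzyme reaction; no value below 0 was filed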
HT1080 viability: cytotoxicity in HT1080 fibrosarcoma cells, cell-based, fluorescence readout (AID 620); HT1080 viability, fluorescence; higher % means a stronger effect; cytotoxicity, % at 10 µM, or EC50 in µM where a hit was titrated; 0.42% of 87,000 active;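 further: cells exposed to compound overnight then 4 h with Alamar Blue; 0% = vehicle DMSO and 100% = killing control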
HPDE-C7 cytotoxicity: cytotoxicity in HPDE-C7 cells, cell-based, fluorescence, HTS (AID 430) | 1.8% of 63,000 active | HPDE-C7 pancreatic duct cells viability, fluorescence; higher % means a stronger effect | cytotoxicity, % at 10 µM; hits with a dose series show EC50 in µM;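 further: cells exposed to compound for 48 hours before viability readout; 0% = vehicle and 100% = reference cytotoxic drug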
KRASV12 cytotoxicity: cytotoxicity in KRAS-transformed pancreatic duct cells, primary screen, cell-based, fluorescence, HTS (AID 431). 1.7% of 63,000 active. HPDE-C7K KRASV12 cells, Alamar Blue viability, 48 h; higher % means a stronger effect. one-dose cytotoxicity, % at 10 µM; EC50 in µM for titrated hits;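 active means compounds whose percent cytotoxicity in the single-dose primary screen, scaled between solvent and toxic-drug controls, exceeds 50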;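 further: 0% = DMSO solvent wells and 100% = doxorubicin-treated wells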
PMK inhibit pilot replicates: recorded beside PMK inhibit, whose call it bears; inhibition, %; measured here: pilot screen replicates
Spn MK inh pilot replicates: also measured in Spn MK inh; calls as there; inhibition, %; measured here: pilot screen replicates
Spn DPM-DC inh pilot screen %: further read-out of Spn DPM-DC inh, marked with its call; inhibition, %; measured here: pilot screen trials
* marks the source's active call; other numbers are inactive results; i = inactive; x = no result given; + = active, no number. Unless noted, no stated cut-off is given here; in the data, active means cytotoxicity above about 50%; inactive means the rest.

SMILES	Alkaline phosphatase	Spn DPM-DC inh	Spn MK inh	Bfl-1 inhibitors	LYP inhibition	PMK inhibit	HT1080 viability	HPDE-C7 cytotoxicity	KRASV12 cytotoxicity	others
Cc1ccc(-n2ncc3c(=O)[nH]c(SCC(=O)N4CCN(c5ccccc5)CC4)nc32)cc1	4.4%	i	0.0	-2.2%	x	7.0	28.0%	-18.4%	-1.9%	PMK inhibit pilot replicates=5.5;Spn MK inh pilot replicates=0.0;Spn DPM-DC inh pilot screen %=0.0
Cc1ccc(NC(=O)Nc2ccc3c(c2)N(C)C(=O)CS3)nc1	2.0%	i	11.0	-2.8%	x	13.0	3.3%	-4.8%	-5.1%	PMK inhibit pilot replicates=2.5;Spn MK inh pilot replicates=0.0;Spn DPM-DC inh pilot screen %=0.0
CC1(C)Cc2c(c(-c3ccccc3)nc(N3CCCC3)c2C(N)=O)CO1	5.3%	i	2.0	-3.8%	15.0%	3.0	3.4%	-8.2%	2.0%	PMK inhibit pilot replicates=0.5;Spn MK inh pilot replicates=0.0;Spn DPM-DC inh pilot screen %=0.0
C=CCn1c(SCC(=O)O)nnc1-c1cccc(Cl)c1	19.2%	i	8.0	6.1%	7.1%	0.0	1.4%	5.9%	8.4%	PMK inhibit pilot replicates=0.0;Spn MK inh pilot replicates=0.0;Spn DPM-DC inh pilot screen %=1.5
Cc1cc(=O)oc(C)c1C(=O)N[C@@H]1CCCCNC1=O	6.5%	i	9.0	-6.1%	-0.2%	4.0	2.7%	13.4%	10.5%
Cc1ccc2nc3c(cc2c1)CN(Cc1ccco1)C(=NCC1CCCO1)S3 (stereo not given)	10.4%	i	12.0	-2.7%	11.7%	10.0	-3.1%	-19.9%	-8.6%	PMK inhibit pilot replicates=0.0;Spn MK inh pilot replicates=0.0;Spn DPM-DC inh pilot screen %=0.0
OCCN(Cc1ccccc1)CC1CC2C=CC1C2 (stereo not given)	5.0%	i	2.0	-3.0%	4.3%	0.0	0.3%	-12.4%	-0.5%
Cc1cccc(NC(=O)c2ccccc2Br)n1	5.7%	i	7.0	-3.9%	7.6%	15.0	1.7%	5.7%	5.4%
COc1ccc(NC(=O)C2CCCN(S(=O)(=O)c3c(C)n[nH]c3C)C2)cc1 (stereo not given)	14.8%	i	1.0	0.3%	x	14.0	11.1%	-15.3%	-10.5%
Cc1nnc(SCC(=O)N2CCOCC2)n1C	3.5%	i	3.0	-0.7%	-4.7%	3.0	0.2%	-1.1%	-9.8%
Cc1cc(Br)ccc1NC(=O)CCN1C(=O)c2ccncc2C1=O	9.9%	i	13.0	-0.8%	13.4%	17.0	-1.6%	-7.8%	-2.0%	PMK inhibit pilot replicates=0.0;Spn MK inh pilot replicates=0.0;Spn DPM-DC inh pilot screen %=0.0
COc1ccc(C(=O)Nc2ccccc2C(=O)NCCCn2ccnc2)cc1	10.0%	i	6.0	-0.7%	3.7%	8.0	4.2%	-0.2%	-2.1%
Oc1ccc(Cl)cc1CNc1ccc(Br)cn1	-4.2%	i	11.0	-3.0%	x	6.0	-1.1%	17.0%	13.1%
COc1ccc2c(=O)c3c(=O)n(Cc4ccco4)c(-c4cc(OC)c(OC)c(OC)c4)nc3oc2c1	9.7%	i	7.0	3.5%	6.7%	7.0	1.1%	-8.5%	-1.2%	PMK inhibit pilot replicates=3.5;Spn MK inh pilot replicates=0.5;Spn DPM-DC inh pilot screen %=0.0
CCc1nc(N)c(C#N)c(-c2ccc(O)c(OC)c2)c1C	3.9%	i	6.0	-5.0%	x	14.0	1.6%	-3.6%	-7.6%
C=CCn1c(SC(C)C(=O)NC2(C#N)CCCCC2)nnc1-c1ccc(OC)cc1 (stereo not given)	10.6%	i	9.0	-0.2%	-0.4%	13.0	-4.5%	0.4%	9.4%	PMK inhibit pilot replicates=0.5;Spn MK inh pilot replicates=0.0;Spn DPM-DC inh pilot screen %=0.5
CC1(C)CC(=O)N(CC(=O)NCc2ccc(F)cc2)c2ccccc2S1(=O)=O	7.6%	i	10.0	-0.7%	-1.8%	0.0	6.1%	-1.0%	-5.6%
COCCNS(=O)(=O)c1cc(-c2nn(C)c(=O)c3ccccc23)ccc1C	5.1%	i	3.0	-5.4%	6.5%	0.0	7.2%	-4.4%	2.2%
CC(NS(=O)(=O)c1ccc(F)cc1)C(c1cccs1)N1CCN(C)CC1 (stereo not given)	13.7%	i	0.0	-3.5%	x	16.0	-5.7%	-42.4%	-12.3%	PMK inhibit pilot replicates=2.0;Spn MK inh pilot replicates=0.5;Spn DPM-DC inh pilot screen %=1.0
CC1CCCN(c2ccc(C(=O)NCC3CCCO3)cn2)C1 (stereo not given)	5.4%	i	5.0	-3.9%	8.9%	2.0	9.3%	-25.3%	-22.4%
O=C(Cn1ccc2ccccc2c1=O)NCCC(=O)Nc1cccnc1	-11.3%	i	7.0	0.8%	1.0%	8.0	13.7%	-10.1%	-0.3%
O=C(CSc1ccc2nnc(-c3ccc(F)cc3)n2n1)NCc1ccco1	x	i	6.0	x	4.5%	12.0	-3.0%	x	x
CCN1C(=Nc2ccc(Cl)cc2)SC/C1=C\C(=O)OC	4.6%	i	0.0	2.0%	6.4%	5.0	7.4%	-5.9%	1.1%
O=S1(=O)NC2CCCCCN2c2ccc(F)cc21 (stereo not given)	5.3%	i	0.0	4.0%	-5.3%	9.0	4.7%	-12.4%	-3.5%
Cc1ccc2cc3c(NC(=O)C(C)C)nn(C)c3nc2c1	2.1%	i	10.0	-0.5%	x	4.0	6.3%	x	x
COc1ccc(C2OC(=O)CC2C(=O)N2CCN(c3cc(Cl)ccc3C)CC2)cc1OC (stereo not given)	9.6%	i	4.0	2.4%	-2.4%	0.0	2.9%	-17.3%	2.7%
C[N+](C)(C)C/C=C1/COCO1	6.9%	i	3.0	-1.6%	-5.4%	20.0	-2.3%	-3.6%	-5.5%
c1ccc(C2NCCn3cccc32)cc1 (stereo not given)	8.3%	i	0.0	-7.1%	x	7.0	4.9%	-0.6%	0.7%
O=C(Nc1ccc2c(c1)OCO2)C1(S(=O)(=O)c2ccc(Cl)cc2)CC1	9.3%	i	1.0	-7.4%	x	9.0	-1.0%	-4.9%	-10.4%
O=C(c1ccc(Cn2c(=O)[nH]c3ccccc3c2=O)cc1)N1CCN(c2ccccc2)CC1	7.6%	i	3.0	-3.7%	-2.2%	9.0	-3.1%	-5.5%	-3.9%
COc1ccccc1NC(=O)NC(N)=O	16.4%	i	15.0	-3.2%	x	6.0	0.1%	-3.6%	13.7%	PMK inhibit pilot replicates=1.0;Spn MK inh pilot replicates=0.0;Spn DPM-DC inh pilot screen %=0.0
N#Cc1c(N)oc(-c2ccc3c(c2)OCO3)c1-c1ccc2c(c1)OCO2	14.4%	x	2.0	1.3%	x	15.0	4.1%	x	x
Cc1ccc(CN(Cc2cc3cc(C)ccc3[nH]c2=O)C(=O)N2CCOCC2)cc1	14.9%	i	8.0	-5.6%	x	15.0	-10.5%	4.0%	0.7%
CC(C)(C)NC(=O)c1cc(NC(=O)c2ccco2)cc(NC(=O)c2ccco2)c1	6.6%	i	3.0	-4.9%	3.2%	0.0	5.1%	1.8%	2.7%
C#CCSc1nsc(SCC#C)c1C#N	-0.4%	i	2.0	-1.0%	x	13.0	x	-5.3%	-5.4%
O=C(CSc1nnc2ccccn12)N1CCOCC1	8.7%	i	5.0	-0.9%	x	0.0	0.5%	-12.4%	-7.5%
Cn1c(=O)oc2cc(S(=O)(=O)N3CCN(c4ccccn4)CC3)ccc21	5.0%	i	1.0	-2.5%	5.3%	8.0	10.4%	-28.5%	-18.6%	PMK inhibit pilot replicates=0.5;Spn MK inh pilot replicates=1.5;Spn DPM-DC inh pilot screen %=3.5
CCOC(=O)c1cccc(NC(=O)CSc2nnc(COc3ccccc3C)o2)c1	9.7%	i	9.0	0.7%	-6.9%	7.0	-0.4%	-8.2%	-8.0%
Cc1cc(C)c(S(=O)(=O)N(C)CC(=O)NC2CCCC2)c(C)c1	1.5%	i	6.0	-4.1%	0.4%	6.0	2.3%	-8.8%	-9.8%
Cc1nnc2n(Cc3ccccc3)c(=O)c3c4c(sc3n12)CCCC4	14.5%	i	7.0	4.8%	7.6%	3.0	-0.7%	6.7%	10.7%
O=C(c1ccco1)N1CCN(Cc2ccccc2C(F)(F)F)CC1	1.3%	i	48.0*	-6.3%	11.8%	0.0	x	21.2%	3.3%
Cc1cc(S(=O)(=O)Nc2c(C(=O)O)[nH]c3ccccc23)ccc1F	25.7%	i	8.0	-6.2%	x	5.0	13.7%	28.5%	30.8%
O=C(NCc1ccc(F)cc1)c1cnc2sccn2c1=O	7.7%	x	8.0	3.4%	-5.9%	2.0	0.0%	0.7%	8.3%
Cc1cc(C2C(=O)C(C(=O)c3ccc(Cl)cc3)C(=O)CC2(C)C)on1 (stereo not given)	2.5%	i	8.0	4.8%	13.8%	3.0	-3.3%	4.7%	9.1%
O=C(CCSc1nnc2scc(-c3ccccc3)n12)Nc1nc(-c2ccccc2)ns1	2.9%	i	6.0	-2.2%	6.0%	6.0	-0.9%	-12.5%	-13.4%
O=C(Nc1ccon1)C1CCN(S(=O)(=O)c2cccs2)CC1	2.2%	i	1.0	-7.0%	5.9%	3.0	8.2%	-14.5%	-7.7%
CCC(=O)Nc1nnc(Sc2ccc(N(C)C)cc2)s1	2.7%	+	2.0	-0.2%	2.0%	0.0	-4.1%	7.9%	4.7%
COc1ccc(OC)c(C2CC(=O)c3c([nH]c(C(=O)OCC4CCCO4)c3C)C2)c1 (stereo not given)	7.5%	i	0.0	8.5%	10.4%	0.0	-5.3%	8.2%	7.8%

Three compounds drawn at random from those above:
SMILES	Alkaline phosphatase	Spn DPM-DC inh	Spn MK inh	Bfl-1 inhibitors	LYP inhibition	PMK inhibit	HT1080 viability	HPDE-C7 cytotoxicity	KRASV12 cytotoxicity	others
CCOC(=O)c1cccc(NC(=O)CSc2nnc(COc3ccccc3C)o2)c1	9.7%	i	9.0	0.7%	-6.9%	7.0	-0.4%	-8.2%	-8.0%
CCN1C(=Nc2ccc(Cl)cc2)SC/C1=C\C(=O)OC	4.6%	i	0.0	2.0%	6.4%	5.0	7.4%	-5.9%	1.1%
C=CCn1c(SC(C)C(=O)NC2(C#N)CCCCC2)nnc1-c1ccc(OC)cc1 (stereo not given)	10.6%	i	9.0	-0.2%	-0.4%	13.0	-4.5%	0.4%	9.4%	PMK inhibit pilot replicates=0.5;Spn MK inh pilot replicates=0.0;Spn DPM-DC inh pilot screen %=0.5
